# Bioassay records as filed in PubChem.
# EWS-Fli block – blocks EWS/Fli oncoprotein-driven transcription. A673 NR0B1-luciferase reporter, viability-normalised. inhibition, % at 12.6 µM. 350,000 compounds, 0.67% hits;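 active = mean inhibition of at least 50% after viability correction, with every replicate also passing that limit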;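 note: firefly luciferase signal divided by Alamar Blue viability fluorescence both relative to DMSO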
# LGR2 inh – blocks bursicon-induced cAMP signaling via Drosophila LGR2; HEK293 LGR2, CRE-luciferase, bursicon-stimulated, 4 h; inhibition, % at 9.99 µM; 380,000 compounds, 0.35% hits; AID 720647;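 active = drop in luminescence signal, shown as inhibition above about 50% in the replicate tests, limit read from the data, passing the limit was not always enough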;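 note: agonist challenge used bursicon conditioned medium at about half maximal strength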
# Cneo AK release – causes C. neoformans cell lysis; 360,000 compounds, 0.2% hits; lysis activity, % at 15 µM; adenylate kinase release luminescence, 4 h; normalised: neutral wells 0, clomiphene wells 100;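 active = mean lysis activity across replicates of at least 80%, whatever share of replicates individually reach that level; inactive = mean lysis activity below 80%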
#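 Signal: Adenylate kinase release luminescence | Assay system: Log-phase Cryptococcus neoformans yeast cells | Input: Cells at 5 × 10^6 per mL | Buffer or medium: Fresh YPD growth medium | Compound: Single dose | Schedule: Static 4 h at 37 °C with compound, 1 h detection | Controls: Clomiphene | Read-out: Luminescence rise reflecting yeast cell lysis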
# CASP6 VEID inh – blocks human caspase-6 cleavage activity; P55212; purified caspase-6, Z-VEID-R110 cleavage fluorescence; inhibition, % at 12.5 µM; 350,000 compounds, 0.53% hits; AID 686996;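 active = mean inhibition across replicates at least about 35%, with every replicate also reaching that limit, limit read from the data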;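 note: 0% = median of neutral control wells and 100% = no fluorescence left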
# Target sequence (P55212 24-179 limits assumed): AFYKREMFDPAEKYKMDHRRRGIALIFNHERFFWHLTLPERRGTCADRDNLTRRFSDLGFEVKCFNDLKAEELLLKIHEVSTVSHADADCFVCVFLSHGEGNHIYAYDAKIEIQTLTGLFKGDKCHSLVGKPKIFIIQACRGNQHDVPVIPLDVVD
# Target sequence (P55212 194-293 limits assumed): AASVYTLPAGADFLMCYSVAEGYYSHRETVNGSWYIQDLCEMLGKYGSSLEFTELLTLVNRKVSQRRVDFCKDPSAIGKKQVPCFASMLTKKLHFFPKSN
# PGC1a acetyl inh – modulators of PGC1a acetylation. U2OS PGC1a acetylation, AlphaScreen anti-acetyl-lysine; with virally co-expressed GCN5 acetyltransferase. inhibition, % at 15.6 µM. 350,000 compounds, 0.17% hits. AID 651687;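 active = every replicate shows inhibition of at least 40%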;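 note: 0% = neutral control wells and 100% = positive control wells; some results beyond the cut were filed as inactive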
# PAX8 inh HTS – lowers PAX8-driven luciferase in RMG-I cells; RMG-I TPO-luciferase reporter, SteadyGlo, 24 h; inhibition, % at 12.6 µM; 360,000 compounds, 1.2% hits; AID 652154;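 active = mean replicate inhibition at least 60% with every replicate also reaching 60%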;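 note: luciferase light reporting Pax8 driven TPO promoter activity; plate controls were median of neutral control wells for no effect and mitoxantrone controls for full effect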
# miR-122 sensor – inhibitors of miR-122 in Huh7 cells; activation (reporter increase), % at 12.5 µM; Huh7 miR-122 Renilla luciferase sensor, 48 h; neutral wells = 0, positive control = 100; 340,000 compounds, 0.3% hits; AID 602342;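 active = mean replicate activation score at least 90 and every replicate individually at or above 90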;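 note: higher luciferase means less miR-122 activity so hits act as miR-122 inhibitors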
# FN deposit inh – fibronectin deposition inhibition. AH1F fibroblasts, Alexa488-fibronectin deposition fluorescence, overnight. inhibition, % at 12.6 µM. 350,000 compounds, 0.086% hits. AID 743247;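 active = mean inhibition across replicates of 30% or more, regardless of how many single replicates reach that level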;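 note: positive control wells lacked labelled fibronectin entirely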
#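 Material – AH1F fibroblast monolayer, labelled fibronectin deposition · Reagent – labelled fibronectin 24 nM · Timing – 1 h adhesion, overnight exposure · Measured by – fluorescence at 485 nm excitation, 525 nm emission · Read-out – inhibition of fibronectin deposition signal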
# * marks the source's active call; other numbers are inactive results; x = no result given; [ ] = another dose, or the depositor's remark.
mol	EWS-Fli block	LGR2 inh	Cneo AK release	CASP6 VEID inh	PGC1a acetyl inh	PAX8 inh HTS	miR-122 sensor	FN deposit inh
COC(=O)c1cccc(CSc2nc3ccccc3[nH]2)c1	59*	-102	-2	1	-6	-37	-21	-5
Cc1ccc(C2(C)NC(=O)N(CC(=O)N3CCN(S(=O)(=O)c4ccc(Cl)s4)CC3)C2=O)cc1 (configuration not stated)	9	-2	x	-2	x	30	x	4
CO[C@H](C(=O)N(C)C[C@H]1OCc2ccccc2-c2ccccc2C(=O)N([C@H](C)CO)C[C@H]1C)c1ccccc1	-2	-11	-4	2	6	-9	x	-16
CCC(=O)N1C[C@@H]2[C@H](c3ccccc31)[C@@H](CO)N2C(=O)CC1CC1	1	16	42	-2	1	-25	-12[16.7 µM]	2
CSCCC(NC(=O)c1ccccc1Cl)C(=O)N(C)Cc1cccs1 (configuration not stated)	2	-8	3	4	-13	10	x	2
C[C@@H]1CN([C@H](C)CO)S(=O)(=O)c2ccc(/C=C/c3ccccc3)cc2O[C@@H]1CN(C)C	7	5	54	-1	-7	x	16[16.7 µM]	0
Cc1ccc(Nc2ccc(NCc3ccccc3)nn2)cc1C	x	-22	-1	x	-4	-75	3	7
C[C@@H]1CN([C@H](C)CO)C(=O)c2ccccc2-c2ccccc2CO[C@@H]1CN(C)C	-5	6	-3	2	-13	-12	x	-5
CCCSc1nc2c([nH]1)c(=O)n(C)c(=S)n2C	-1	0	x	-4	x	9	x	-3
Cc1noc(C)c1NC(=O)Nc1ccc2c(c1)CC(=O)N([C@H](C)CO)C[C@H](C)[C@@H](CN(C)C)O2	12	8	71	8	4	-31	-2[16.7 µM]	x
Cc1cc(C)nc(NC(=O)c2ccc(Cl)cc2)n1	4	11	x	1	x	-9	x	-3
O=[N+]([O-])c1ccc(N2CCc3ccccc3C2)nc1	-45	-14	4	0	-13	-4	-3	4

# Compound profiles, from the list above. Screens in order: EWS-Fli block, LGR2 inh, Cneo AK release, CASP6 VEID inh, PGC1a acetyl inh, PAX8 inh HTS, miR-122 sensor, FN deposit inh
# Results for `CSCCC(NC(=O)c1ccccc1Cl)C(=O)N(C)Cc1cccs1` (configuration not stated) : 2, -8, 3, 4, -13, 10, x, 2
# Results for `O=[N+]([O-])c1ccc(N2CCc3ccccc3C2)nc1` : -45, -14, 4, 0, -13, -4, -3, 4
# Results for `CO[C@H](C(=O)N(C)C[C@H]1OCc2ccccc2-c2ccccc2C(=O)N([C@H](C)CO)C[C@H]1C)c1ccccc1` : -2, -11, -4, 2, 6, -9, x, -16
# Results for `CCC(=O)N1C[C@@H]2[C@H](c3ccccc31)[C@@H](CO)N2C(=O)CC1CC1` : 1, 16, 42, -2, 1, -25, -12[16.7 µM], 2
# Results for `Cc1cc(C)nc(NC(=O)c2ccc(Cl)cc2)n1` : 4, 11, x, 1, x, -9, x, -3

# (continued)
mol	EWS-Fli block	LGR2 inh	Cneo AK release	CASP6 VEID inh	PGC1a acetyl inh	PAX8 inh HTS	miR-122 sensor	FN deposit inh
C[C@@H]1CN([C@@H](C)CO)C(=O)c2cccc(NC(=O)c3ccc(-c4nccs4)cc3)c2O[C@@H]1CN(C)Cc1ccc2c(c1)OCO2	-3	6	1	2	-11	x	9[16.7 µM]	x
Cc1ccc(S(=O)(=O)N(C)C[C@H]2Oc3c(cccc3N(C)C)C(=O)N([C@H](C)CO)C[C@H]2C)cc1	0	-6	-1	2	-13	-3	-2[16.7 µM]	-13
Cc1ccc(-n2c(SCC(N)=O)nc3c(c2=O)C2(CCCC2)Cc2ccccc2-3)cc1	x	17	4	x	9	21	-6	-8
N#Cc1ccc(-c2ccc(OCC(=O)NN=Cc3ccncc3)cc2)cc1	12	x	x	-2	x	-1	x	9
CC(=O)c1cccc(NC(=O)Cn2c(=O)oc3cc(S(=O)(=O)N4CCCC4)ccc32)c1	3	1	0	-4	8	6	10	-5
CC(C)c1ccc(CNC(=O)C(=O)Nc2nccs2)cc1	12	x	x	-3	x	-17	x	-10
C[C@@H]1CN([C@H](C)CO)C(=O)c2cc(/C=C/c3ccccc3)cnc2O[C@@H]1CN(C)Cc1ccc2c(c1)OCO2	17	-2	4	0	-5	x	-3[16.7 µM]	-6
COCC(=O)Nc1ccc2c(c1)OC[C@H](C)N(CC1CCCCC1)C[C@H](C)[C@@H](OC)CN(C)C2=O	1	4	1	4	-1	-10	x	8
CCOc1ccc2nc(N3CCC(C(=O)NCCCN4CCOCC4)CC3)sc2c1	-63	-19	-3	-9	3	-112	9	9
C[C@@H]1CN([C@@H](C)CO)C(=O)c2cc(C3=CCCC3)cnc2O[C@@H]1CN(C)C(=O)NC1CCCC1	-5	26	1	5	4	x	1[16.7 µM]	x
Cc1ccc(OCc2nnc(-c3ccc(Cl)cc3)o2)cc1	11	x	0	4	-2	9	3	-9
COC(=O)[C@]12C[C@H](CC(=O)NCCCCc3ccccc3)C(=O)N(Cc3ccccc3)C1=C[C@H](C(C)C)O[C@@H]2C1CC1	5	-2	x	-5	x	24	x	5
COc1ccc(CCC(=O)N2c3ccccc3N=C(c3ccc4c(c3)OCO4)C2C(=O)NCc2ccccc2)cc1 (configuration not stated)	-12	-15	x	18	x	-26	x	18
COc1ccccc1NC(=O)N1C2CCCC1CC(NC(=O)c1ccccc1)C2 (configuration not stated)	2	-10	x	0	5	14	x	3
C[C@H](NC(=O)OCc1ccccc1)C(=O)NNC(=O)[C@H](Cc1ccccc1)NC(=O)OC(C)(C)C	-12	3	3	-3	x	4	-6	10
Cc1ccc(C(=O)N/N=C\c2ccc(-c3ccc(Cl)c(Cl)c3)o2)cn1	-14	19	1	-2	5	3	2	0
COC(=O)C1=NNCC12CC(=O)N(c1ccc(Br)cc1)C2=O (configuration not stated)	-9	4	x	1	x	5	x	7
C[C@H]1CN([C@@H](C)CO)C(=O)c2cccc(NC(=O)c3ccncc3)c2O[C@@H]1CN(C)C(=O)NC1CCCCC1	-2	-1	-4	0	-12	-4	-6[16.7 µM]	x
COCOCCn1cc(CN2CCS(=O)(=O)N(Cc3ccc(-c4ccc(Cl)nc4)cc3)C(C)C2=O)nn1 (configuration not stated)	-3	6	-3	-4	9	-2	-1	9
CC(CCCC(C)(C)O)NC(=O)c1cc(COc2ccc3ncccc3c2)on1 (configuration not stated)	11	-3	x	0	-3	30	x	3
CCNC(=O)C[C@@H]1CC[C@H]2[C@@H](COc3ccc(NC(=O)c4cscn4)cc3C(=O)N2C)O1	-3	-12	3	4	5	-6	-7[16.7 µM]	-2
Cc1nnc(NC(=O)C2(c3ccccc3)CCOCC2)s1	x	x	0	x	3	1	1	-7
CC(C)Cc1nc2ccccc2n1CCc1ccccc1	12	x	x	5	x	1	x	-7
COCC(=O)N1CC(=O)N2[C@H](CO)[C@H](c3ccc(C#CCc4ccccc4)cc3)[C@H]2C1	-6	18	x	0	2	23	x	x
COCC(=O)N(C)C[C@H]1Oc2cc(-c3ccc(C)cc3)ccc2S(=O)(=O)N([C@@H](C)CO)C[C@@H]1C	-5	-3	22	4	-16	x	-18[16.7 µM]	-2
CC(=O)N(C)C[C@@H]1Oc2cc(/C=C/c3ccccc3)ccc2S(=O)(=O)N([C@H](C)CO)C[C@@H]1C	-19	5	-4	2	11	x	-4[16.7 µM]	x
COc1cc(NC(=O)C2CC(=O)NC3=C2C(=O)CCC3)cc(OC)c1 (configuration not stated)	7	4	-2	-1	1	x	2	x
CCOC(=O)c1c(C)nsc1NC(=O)c1ccco1	7	4	2	-2	x	-14	-9	-1
N#C/C(=C\c1c(F)cccc1Cl)S(=O)(=O)c1ccccn1	5	-2	x	1	x	16	x	6
CN(C)S(=O)(=O)c1cccc(COC(=O)c2ccc(Cl)cc2O)c1	0	1	x	1	x	6	x	2
O=c1cc(N2CCC3(CC2)OCCO3)[nH]c(=O)n1-c1ccc(Br)cc1	x	-7	-2	x	5	x	8	x
O=C(Nc1ccccc1-c1ccccc1)c1ccccc1	-4	-5	9	2	-11	-17	0	-4
CCn1cc(/C=C(\NC(=O)c2ccccc2)C(=O)NCCCN2CCOCC2)c2ccccc21	3	11	-2	-6	-8	-30	-4	-3
CCOC(=O)C/C(C)=N\Nc1nc(-c2ccccc2)cs1	-8	-4	x	-1	2	4	8	-4
Cc1noc(C)c1NC(=O)Nc1ccc2c(c1)C(=O)N([C@H](C)CO)C[C@H](C)[C@H](CN(C)Cc1ccc(C(F)(F)F)cc1)O2	x	8	-4	2	1	-12	-9[16.7 µM]	x
COc1ccc(CN(C)C[C@H]2Oc3c(NC(=O)C4CCCCC4)cccc3C(=O)N([C@H](C)CO)C[C@H]2C)cc1	-4	-2	-8	-3	7	5	1[16.7 µM]	x
Cc1cccc(-n2nc3c(c2NC(=O)C(C)C)CS(=O)(=O)C3)c1C	0	0	2	1	3	-22	-10	-6
Cc1cc(C)cc(C(=O)NCC(=O)OCc2nc(N)nc(Nc3ccccc3C)n2)c1	-4	-14	3	0	-3	9	x	5
O=C(Cc1ccccn1)N1CC(=O)N2[C@@H](CO)[C@H](c3ccc(C#CCC4CCCC4)cc3)[C@@H]2C1	-9	3	x	1	-7	0	x	-2
COc1ccc(NC(=O)Nc2ccc3c(c2)[C@@H]2C[C@H](CC(=O)NC4CCCC4)O[C@@H](CO)[C@@H]2O3)cc1	3	2	-2	0	-2	-1	-4[16.7 µM]	-6
Cc1cccc(N=Nc2c(C)[nH]n(-c3ccccc3)c2=O)c1	-38	-23	x	-1	-6	5	x	-10
Cc1ccc(NC(=O)C(=O)NCCOc2ccccc2Cl)cc1	4	-8	-5	1	1	8	-2	2
Clc1ccc(Nc2ncnc3c2cnn3-c2ccccc2)cc1	-161	-17	-5	0	0	-172	3	-8
CC(C)(C)c1ccc(C(=O)N/C(=C\c2cccs2)C(=O)NCc2ccco2)cc1	x	x	3	x	0	0	12	9
CC(C)n1c(-c2ccc(C(C)(C)C)cc2)n[nH]c1=S	x	5	6	x	-7	x	-3	-2
CCOC1=C2[C@@H](CN(S(=O)(=O)c3ccc(C)cc3)[C@H]2c2ccccc2)[C@H]2C(=O)N(c3ccccc3)C(=O)[C@H]2C1	-4	x	10	-1	2	-20	4	-9
O=C(CCS(=O)CCC(=O)NCc1ccccc1)NCc1ccccc1	x	x	3	x	7	-11	-12	8
CC(=O)N1CCSc2ccc(S(=O)(=O)NCc3ccc(F)cc3)cc21	x	-5	1	-2	-3	20	19	3
COCCNC(=O)C1(C)CCCN(C(=O)c2cccc(Cl)c2)C1 (configuration not stated)	-4	-9	1	-1	-2	x	-9	-3
CCOC(=O)C(CC)Sc1nc2c(cnn2-c2ccc(F)cc2)c(=O)[nH]1 (configuration not stated)	18	1	0	7	7	34	11	-1
CCCn1c(SCC(=O)NC2CCCCC2)nnc1C1CC1	6	1	0	-1	x	15	x	8
C[C@H]1CN([C@@H](C)CO)C(=O)c2cc(NS(=O)(=O)c3ccc(F)cc3)ccc2O[C@H]1CN(C)Cc1ccc(C(=O)O)cc1	-7	-5	1	-2	2	x	0[16.7 µM]	-5
COc1ccc(C(CNS(=O)(=O)c2ccc(NC(C)=O)c(OC)c2)N2CCCCC2)cc1 (configuration not stated)	-8	-12	0	-3	-2	-16	-1	8
